Menin MLL FP TR: qHTS Assay for Inhibitors Targeting the Menin-MLL Interaction in MLL Related Leukemias: Competition With Texas Red Labeled MLL-derived Mutant Peptide; O00255; Menin + Texas Red MLL mutant peptide, fluorescence polarization; Potency, µM (highest dose often 61.6 µM), for the others: at the top dose FP activity change, negative = inhibition, usual class: inhibitors; 270,000 tested, 0.23% active; active = well fitted inhibition curve with a large enough effect in the polarisation, with a control signal flat, not every such curve was filed as active; inconclusive = small, poorly fitted or top-dose-only effect, or effect the other way, or a change in a side signal; inactive = no such curve, though single readings can be large or run the other way; the % refers to the polarisation; note: potency is the fitted concentration of half-maximal effect; % of control where 0% means no effect; many of its hits are not listed in these tables
Target sequence (O00255 whole entry, looked up): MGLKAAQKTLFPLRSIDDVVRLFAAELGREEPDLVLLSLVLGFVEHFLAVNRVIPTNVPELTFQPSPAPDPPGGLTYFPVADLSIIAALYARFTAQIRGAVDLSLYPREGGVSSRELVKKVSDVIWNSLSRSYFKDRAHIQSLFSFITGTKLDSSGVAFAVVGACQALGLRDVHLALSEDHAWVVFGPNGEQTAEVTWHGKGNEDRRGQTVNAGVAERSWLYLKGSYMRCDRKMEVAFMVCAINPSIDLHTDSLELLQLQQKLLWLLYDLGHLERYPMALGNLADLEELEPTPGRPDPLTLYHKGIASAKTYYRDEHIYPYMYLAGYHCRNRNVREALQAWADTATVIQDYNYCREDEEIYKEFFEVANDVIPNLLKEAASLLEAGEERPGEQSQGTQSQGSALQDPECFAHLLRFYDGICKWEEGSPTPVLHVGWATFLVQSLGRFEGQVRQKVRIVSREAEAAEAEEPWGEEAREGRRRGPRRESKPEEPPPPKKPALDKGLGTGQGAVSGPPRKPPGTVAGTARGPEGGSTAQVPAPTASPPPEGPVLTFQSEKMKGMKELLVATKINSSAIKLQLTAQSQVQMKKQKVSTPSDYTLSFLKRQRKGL
FLuc counter: qHTS profiling assay for firefly luciferase inhibitor/activator using purifed enzyme and Km concentrations of substrates (counterscreen for miR-21 project) | purified FLuc, Km substrates, luminescence inhibition | Potency, µM (series often up to 57.5 µM), for the others: top-dose activity change, negative = inhibition, hits mostly inhibitors | 360,000 tested, 6.9% active | Luciferin 4-monooxygenase (Photinus pyralis), P08659 | AID 588342, 2011;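 note: potency is the fitted concentration of half-maximal effect; plate controls were vehicle for no effect and reference inhibitor for full effect; nearly all actives have a fitted effect of over 55% in size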
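Purified P. pyralis luciferase, 10 nM final, with Km-level 10 uM D-luciferin and 10 uM ATP in 50 mM Tris acetate pH 7.5, 10 mM Mg acetate, 0.01% Tween-20, 0.05% BSA; 6-point qHTS titration about 60 µM downward; luminescence read.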
NPC1 promoter act: qHTS Assay for NPC1 Promoter Activators | Huh7 NPC1 promoter luciferase reporter, 24 h | Potency, µM (highest dose often 9.22 µM), for the others: top-dose activation, hits mostly activators | 320,000 tested, 2.4% active;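 note: potency is the fitted concentration of half-maximal effect; % of control where 0% means no effect; nearly all actives have a fitted effect of over 60% in size; reporter is driven by a mutant NPC1 promoter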
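Readout is luciferase luminescence, reflecting NPC1 promoter activation in stably transfected Huh7 cells after 24 h compound exposure at 37 °C in reduced-serum medium with 10% FBS.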
MBNL1-CUG inh: qHTS Assay for Inhibitors of MBNL1-poly(CUG) RNA binding; TR-FRET MBNL1-His/biotin-(CUG)12 binding, 665/545 ratio; Potency, µM (top dose mostly 57.5 µM), without a hit: at the top dose activity change, negative = inhibition, most hits filed as inhibitors; 280,000 tested, 0.036% active; AID 2675, 2010; active = well fitted inhibition curve with a large enough effect in the signal ratio, with a control signal flat, not every such curve was filed as active; inconclusive = small, poorly fitted or top-dose-only effect, or effect the other way, or a change in a side signal; inactive = no such curve, though single readings can be large or run the other way; the % refers to the signal ratio; note: potency is the fitted concentration of half-maximal effect; % is set by controls: 0 for no effect and ±100 for the full control effect
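Compounds (final 92 nM to 58 uM) are added to His-tagged MBNL1 and biotin-(CUG)12, then terbium anti-His antibody and streptavidin-XL665 (5 nM final). After 60 min at room temperature, the 665/545 nm ratio is read.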
Rab9 promoter act: qHTS Assay for Rab9 Promoter Activators; Huh7 Rab9 promoter-luciferase reporter, luminescence, 24 h; Potency, µM (series often up to 9.22 µM), for inactives: top-dose activation, negative = inhibition, hits mostly activators; 320,000 tested, 2.8% active; AID 485297, 2010; note: potency is the fitted concentration of half-maximal effect; % of control where 0% means no effect; nearly all actives have a fitted effect of over 60% in size
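Huh7 reporter line, Rab9 promoter upstream of luciferase. Compound exposure 24 h at 37 °C in reduced-serum medium with 10% FBS. Read-out: luminescence.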
PKM2 act: qHTS Assay for Activators of Human Muscle isoform 2 Pyruvate Kinase; Potency, µM (titrated, usually from 57.5 µM), inactives show at the top dose activation, hits mostly activators; Pyruvate kinase PKM (Homo sapiens), P14618; purified PKM2, Kinase-Glo ATP luminescence, activation; response scale: 0% is enzyme alone, no compound; 260,000 tested, 0.34% active; note: potency is the fitted concentration of half-maximal effect; % is set by controls: 0 for no effect and ±100 for the full control effect; nearly all actives have a fitted effect of over 55% in size
Target sequence (P14618 whole entry, looked up, canonical isoform): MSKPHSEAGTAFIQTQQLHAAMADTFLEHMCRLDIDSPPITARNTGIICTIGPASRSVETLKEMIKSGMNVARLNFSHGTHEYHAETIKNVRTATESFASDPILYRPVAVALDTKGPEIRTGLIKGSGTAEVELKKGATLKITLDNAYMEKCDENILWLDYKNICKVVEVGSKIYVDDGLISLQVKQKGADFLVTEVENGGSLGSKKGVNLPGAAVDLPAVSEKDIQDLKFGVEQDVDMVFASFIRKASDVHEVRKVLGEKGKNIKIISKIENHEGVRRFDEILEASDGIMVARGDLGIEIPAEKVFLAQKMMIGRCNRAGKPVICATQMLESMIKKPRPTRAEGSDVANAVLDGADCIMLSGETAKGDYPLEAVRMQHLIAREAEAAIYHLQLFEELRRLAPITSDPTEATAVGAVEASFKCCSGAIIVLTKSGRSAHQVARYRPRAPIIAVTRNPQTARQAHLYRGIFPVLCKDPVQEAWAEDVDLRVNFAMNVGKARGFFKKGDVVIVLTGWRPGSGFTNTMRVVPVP
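Purified hPK-M2 (>95%) run at intermediate activity with 0.1 mM ADP and 0.5 mM PEP in 50 mM imidazole pH 7.2, KCl, MgCl2; 1 h room temperature. ATP formed read by Kinase-Glo luminescence; normalized to uninhibited and no-enzyme controls.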
Mito fusion act: qHTS Assay for Small Molecule Inhibitors of Mitochondrial Division or Activators of Mitochondrial Fusion. S. cerevisiae fusion-defective mutant growth rescue, CellTiterGlo 48 h. Potency, µM (top dose mostly 46.1 µM), without a hit: at the highest dose growth rescue (activation), usual class: activators. 320,000 tested, 0.23% active. AID 485298, 2010;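 note: potency is the fitted concentration of half-maximal effect; % of control where 0% means no effect; nearly all actives have a fitted effect of over 45% in size; temperature-sensitive fusion mutants such as fzo1-1 at 37 °C on non-fermentable ethanol glycerol medium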
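Yeast fusion mutant, YPEG (non-fermentable carbon), compound, 48 h at 37C non-permissive; CellTiterGlo added, 10 min RT, luminescence read. Rescued growth = division inhibition.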
KCNH2 3.1 inh: qHTS for Inhibitors of KCHN2 3.1: Mutant qHTS. U2OS KCNH2 3.1, thallium flux FluxOr; stronger effect = lower value. activity change, % (tested at about 1.8 µM). 340,000 tested, 0.95% active. AID 720553, 2013;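 active = maximum activity change below -70%; inconclusive = maximum activity change from -70% to -50%; inactive = maximum activity change above -50%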;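 note: thallium influx rate constant from kinetic fluorescence after stimulation buffer; % is set by controls: 0 for no effect and ±100 for the full control effect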
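Normalized rate constant (relative to positive and negative DMSO controls) derived from a 2 min kinetic fluorescence read after stimulation; U2OS cells expressing the 3.1 isoform via virus at 1.77 x 10^8 /mL.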
RORgamma inh: qHTS for inhibitors of ROR gamma transcriptional activity. 310,000 tested, 5.4% active. Potency, µM (titrated, usually from 53.6 µM), inactives show at the highest dose activity change, negative = inhibition, hits mostly inhibitors. AID 2551, 2010. Nuclear receptor ROR-gamma (Mus musculus), P51450. Drosophila S2 Gal4-RORgamma UAS-luciferase reporter, 20 h; note: potency is the fitted concentration of half-maximal effect; % is set by controls: 0 for no effect and ±100 for the full control effect; nearly all actives have a fitted effect of over 60% in size
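Compounds are pin-transferred onto Drosophila Schneider cells expressing a copper-inducible Gal4–ROR gamma transactivation domain fusion. After 1 hr, copper sulfate is added to 700 uM final; luciferase is read 20 hr later.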
ELG1 DNA repair: qHTS screen for small molecules that inhibit ELG1-dependent DNA repair in human embryonic kidney (HEK293T) cells expressing luciferase-tagged ELG1 | HEK293T ELG1-luciferase reporter, luminescence, 16 h; DNA damage induced by 5-fluorouridine | Potency, µM (series often up to 46.1 µM), for the others: at the top dose activity change, negative = inhibition, actives largely listed as inhibitors | AID 504467, 2011 | 330,000 tested, 2.3% active; note: potency is the fitted concentration of half-maximal effect; % is set by controls: 0 for no effect and ±100 for the full control effect; nearly all actives have a fitted effect of over 55% in size
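DMSO vehicle served as the neutral condition. Each well held 2,000 cells given 5-fluorouridine plus compound; after 16 hr at 37 °C/5% CO2, ONE-Glo was added and luciferase measured 30 min later.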
Gal4-VP16 FLuc: VP16 counterscreen qHTS for inhibitors of ROR gamma transcriptional activity; Drosophila S2 Gal4-VP16 UAS-luciferase, luminescence, 20 h; Potency, µM (doses to about 53.6 µM), for inactives: at the highest dose activity, negative = inhibition, usual class: inhibitors; 310,000 tested, 3.5% active; AID 2546, 2010;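 note: Gal4-VP16 expression switched on by copper sulfate through the metallothionein promoter; potency is the fitted concentration of half-maximal effect; % is set by controls: 0 for no effect and ±100 for the full control effect; nearly all actives have a fitted effect of over 50% in size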
* marks the source's active call; other numbers are inactive results; u = inconclusive; x = not tested or not shown; [ ] = another dose, or the depositor's remark. Unless noted, calls come from the whole dose curve; as a rule, active = well fitted curve in the direction sought with a large enough effect; inconclusive = small, poorly fitted or top-dose-only effect, or another doubt; inactive = no such curve, though single readings can be large; an effect the other way counts as inactive or inconclusive.

SMILES	Menin MLL FP TR	FLuc counter	NPC1 promoter act	MBNL1-CUG inh	Rab9 promoter act	PKM2 act	Mito fusion act	KCNH2 3.1 inh	RORgamma inh	ELG1 DNA repair	Gal4-VP16 FLuc
CCOC(=O)c1cccc(NC(=O)C2CCCN2S(=O)(=O)c2cccc3cccnc23)c1 (centres undefined)	1%	0%	0%	15%	-2%	-16%	1%	-5	-25%	-12%	u
O=c1c2cn(Cc3ccccc3)c3ccccc3c-2nn1Cc1ccc(F)cc1Cl	50%[activator]	2%	-2%	2%	-2%	x	-1%	8	17%	16%	-2%
Cc1onc(-c2ccccc2)c1C(=O)Nc1ccc(S(=O)(=O)NC(C)(C)C)cc1	-1%	1%	-8%	-15%	-5%	0%	15%	-4	-4%	u	-23%
O=C(Cc1cc2ccccc2o1)NCc1ccc(F)cc1	-11%	-14%	-19%	3%	5%	x	5%	4	15%	-27%	16%
O=C(/C=C/c1ccc(Br)cc1)N1CCN(c2cccc(C(F)(F)F)c2)CC1	-11%	0%	-7%	-9%	7%	-1%	24%	-44	-6%	9%	u
COc1cc(OCC(=O)NC(C)C)cc2c1C(=O)O[C@@H](C)CCCC(=O)CCCCC2	-1%	0%	4%	-4%	-5%	x	3%	-11	-3%	-8%	-10%
O=S(=O)(c1ccc(Cl)cc1)N1CCSC1c1ccco1 (centres undefined)	3%	2%	-3%	1%	7%	0%	-3%	4	18%	-3%	-2%
COc1ccc(Br)cc1C1NC(=O)c2c(sc3c2CCN(C)C3)N1 (centres undefined)	-15%	0%	-2%	0%	-2%	1%	1%	-13	-2%	5%	5%
O=C(Cc1c[nH]c2ccccc12)Nc1cccc(S(=O)(=O)N2CCCCC2)c1	36%[activator]	-7%	-1%	3%	-4%	u	-2%	x	27%	u	1%
CC(=O)N1N=C(c2ccc(C)cc2)OC1c1ccc(Br)cc1 (centres undefined)	-14%	-3%	-1%	-19%	9%	17%	2%	-3	17%	4%	-5%
CSCCC(C(=O)N(C)CC(=O)Nc1cccc(F)c1)N1C(=O)c2ccccc2C1=O (centres undefined)	x	-2%	-1%	x	-5%	x	-2%	2	x	2%	x
Cc1ccc(C)c(S(=O)(=O)N2CCCC2CNC(=O)C(=O)NCc2ccccc2)c1 (centres undefined)	x	9%	2%	x	-6%	x	2%	-16	x	-7%	x
CCc1nnc(NC(=O)C2CC(=O)N(C3CCCCC3)C2)s1 (centres undefined)	-11%	6%	-5%	-4%	3%	2%	-1%	1	1%	4%	-3%
O=C(CN(C(=O)c1csnn1)c1ccc(Cl)cc1)NC1CCCC1	11%	0%	-2%	-1%	0%	x	-7%	11	3%	-1%	-5%
Cn1ccc(NC(=O)Nc2ccc(Cl)cc2Cl)n1	15%	15µM*	u	u	u	-7%	4%	-14	u	u	2%
COc1ccc(-c2nc(C#N)c(NCc3ccc(F)cc3)o2)cc1OC	u	u	-4%	5%	1%	8%	-1%	-7	44%	u	-18%
C=CCN1C(=O)C(O)(CC(=O)c2ccccc2)c2ccccc21 (centres undefined)	0%	0%	-2%	-4%	-1%	-1%	2%	-1	-7%	-1%	-1%
COc1ccc2c(c1)c(C(=O)O)c(C)n2CCc1ccc(OC)c(OC)c1	12%	0%	1%	-2%	9%	-1%	-1%	2	u	-16%	0%
O=C(O)c1ccc(-c2nnc(-c3ccc([N+](=O)[O-])cc3)o2)cc1	2%	-8%	-1%	u	4%	-1%[11.5 µM]	1%	5	3%	-9%	2%
O=C1NCCN(Cc2ccc(F)cc2)C1CC(=O)N1CC=C(c2ccccc2)CC1 (centres undefined)	x	-3%	-10%	16%	-3%	-9%	-6%	-6	4%	24%	-3%
CCc1noc(C)c1C(=O)OC(C)C(=O)Nc1ccc2c(c1)OCO2 (centres undefined)	x	3%	-1%	x	2%	x	0%	-25	x	6%	x
O=C(NC1=NCCS1)C1CCN(S(=O)(=O)c2ccc(Cl)cc2)CC1	x	6%	-2%	x	0%	x	0%	-5	x	u	x
Cc1cccc(S(=O)(=O)N/N=c2\sc3ccccc3n2C)c1	36%[activator]	-16%	20%	-6%	22%	5%	0%	-2	-8%	18%	-1%
CCN1CCc2c(sc(NC(=O)c3ccc(C(=O)c4ccccc4)cc3)c2C(N)=O)C1	26%	u	-2%	u	4%	1%	3%	-33	-39%	-19%	-24%
COc1ccccc1-n1c(-c2cccnc2)n[nH]c1=S	21%	6%	-2%	-3%	-2%	-6%	-5%	18	10%[0.365 µM]	-2%	x

The list goes on:
SMILES	Menin MLL FP TR	FLuc counter	NPC1 promoter act	MBNL1-CUG inh	Rab9 promoter act	PKM2 act	Mito fusion act	KCNH2 3.1 inh	RORgamma inh	ELG1 DNA repair	Gal4-VP16 FLuc
Cc1cccc(NC(=O)COC(=O)c2ccc3c(c2)OCO3)c1C	-1%	-1%	-3%	2%	-2%	1%	3%	-15	u	9%	-7%
Cc1nn(-c2ccccc2)c(C)c1NS(=O)(=O)c1ccccc1	0%	5%	-6%	3%	1%	0%	7%	-12	u	-8%	u
COc1ccc(NS(=O)(=O)c2ccc(NC(=S)NCC3CCCO3)cc2)cc1 (centres undefined)	x	0%	1%	3%	0%	-1%	-1%	7	u	19%	-28%
C=CCNC(=O)NC(=O)COC(=O)C(C)Oc1ccc(Cl)cc1Cl (centres undefined)	-3%	-11%	0%	3%	-3%	0%	10%	-3	-9%	23%	-9%
COc1ccccc1Cn1cccc1C=O	4%	3%	-5%	4%	-8%	7%	-8%	4	28%	8%	19%
COC(=O)c1c(NC(=O)C2CCC2)sc(C(=O)N(C)C)c1C	-3%	5%	-4%	6%	0%	7%	0%	-7	u	9%	4%[0.365 µM]
COCCCn1c(SCC(=O)Nc2ccc(C(=O)OC)cc2)nc2ccccc2c1=O	-1%	4%	18%	-13%	3%	10%	3%	-11	u	0%	-14%
O=[N+]([O-])c1cc(C(F)(F)F)ccc1NCCNC(=S)Nc1ccc(Cl)cc1	u	1%	0%	-4%	3%	6%	-26%	10	u	u	u
CCOc1ccccc1N1CCN(C(=O)c2ccc(OCC(=O)N3CCOCC3)c(OC)c2)CC1	-4%	2%	2%	-4%	-1%	1%	0%	-2	-12%	1%	-7%
COc1nc(N(C)S(=O)(=O)c2ccc(C)cc2)nc(C)c1Cl	-2%	2%	-5%	-11%	-10%	5%	-2%	17	-14%	0%	-6%
O=C(Cn1c(=O)cnc2ccccc21)NC1CCC(O)CC1 (centres undefined)	x	0%	-6%	x	-4%	x	-8%	3	x	24%	x
CCCCP(=O)(CCCC)Cc1ccccc1	-2%	8%	-1%	-4%	-2%	5%	-2%	15	-7%	-2%	1%
Cc1ccccc1NC(=O)C1CCCN(S(=O)(=O)c2cccc3cccnc23)C1 (centres undefined)	11%	6%	5%	6%	-4%	-1%	-4%	2	0%	u	-3%
Cc1cccc(N=Cc2cc(Br)cc(Cl)c2O)c1	7%	u	0%	13%	-2%	-1%	1%	-9	u	11%	-18%
COc1ccccc1N1CCN(C(=S)Nc2ccccc2)CC1	-3%	-2%	-1%	-4%	12%	0%	-18%	-7	u	u	u
O=C1/C(=C/c2ccc(O)c(O)c2)SC(=S)N1Nc1ccccc1	u	19µM*	-21%	u	-7%	2%	28%	x	17%	-5%	u
Cc1ccc(OCCNS(=O)(=O)c2cccs2)cc1	6%	u	u	-3%	u	2%	-3%	-7	14%	18%	-2%
O=[N+]([O-])c1ccc(-c2c(-c3ccccc3)ncc3cc(F)ccc23)cc1	x	u	5%	x	2%	x	u	-13	x	-19%	x

Screening results (PubChem)

A portion of the library (hit frequency here may not be typical).
